# Assay outcomes (PubChem BioAssay)
# MCF10A rereplic – induces DNA re-replication in MCF 10a normal breast cells | MCF 10A DNA re-replication, Hoechst nuclear intensity, 48 h | 350,000 compounds, 2.9% hits | Potency, µM (series often up to 46.1 µM), inactives show at the top dose activity, positive = re-replication, actives largely listed as activators; note: potency is the fitted concentration of half-maximal effect; % of control where 0% means no effect; nearly all actives have a fitted effect of over 50% in size
# HT1080-NT tox – kills 2HG-producing HT-1080-NT fibrosarcoma cells | HT-1080-NT fibrosarcoma viability, CellTiter-Glo ATP luminescence, 48 h | Potency, µM (series often up to 46.1 µM), for inactives: at the top dose activity, negative = less viability, most hits filed as cytotoxic | 360,000 compounds, 1.6% hits | AID 686970;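 note: NT is the 2HG producing partner of a matched IDH1 knockdown line; potency is the fitted concentration of half-maximal effect; 0% = DMSO-treated cells and -100% = media-only wells without cells; nearly all actives have a fitted effect of over 55% in size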
#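 Luminescent CellTiter-Glo readout after 48 hours of compound exposure at 37 degrees C defined viability of HT-1080-NT cells. Activity was normalized to DMSO wells and cell-free media wells; concentration-response curves were fitted and assigned curve classes.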
# HT1080 IDH1KD tx – kills HT-1080 cells with IDH1 knockdown; HT-1080 IDH1 knockdown viability, ATP luminescence, 48 h; Potency, µM (titrated, usually from 46.1 µM), without a hit: at the highest dose activity, negative = toxicity, most hits filed as cytotoxic; 360,000 compounds, 2% hits;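 note: potency is the fitted concentration of half-maximal effect; 0% = DMSO wells and -100% = cell-free medium wells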
#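 Luminescent ATP read-out (CellTiter-Glo, 10 min at room temperature) after 48 h compound exposure at 37 °C gave viability of IDH1-knockdown HT-1080 cells. Activity was normalised to DMSO and cell-free wells, then fitted as concentration-response curves.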
# DRD3 agonist – activates the human D3 dopamine receptor; AID 652048; 410,000 compounds, 0.58% hits; max activation, %; D3R DiscoveRx beta-arrestin cells, luminescence, 90 min; P35462; in the data active = max activation above about 30%; note: 0% is about no effect; mostly tested at two doses, the higher about 12 µM
# Target sequence (P35462 whole entry, looked up): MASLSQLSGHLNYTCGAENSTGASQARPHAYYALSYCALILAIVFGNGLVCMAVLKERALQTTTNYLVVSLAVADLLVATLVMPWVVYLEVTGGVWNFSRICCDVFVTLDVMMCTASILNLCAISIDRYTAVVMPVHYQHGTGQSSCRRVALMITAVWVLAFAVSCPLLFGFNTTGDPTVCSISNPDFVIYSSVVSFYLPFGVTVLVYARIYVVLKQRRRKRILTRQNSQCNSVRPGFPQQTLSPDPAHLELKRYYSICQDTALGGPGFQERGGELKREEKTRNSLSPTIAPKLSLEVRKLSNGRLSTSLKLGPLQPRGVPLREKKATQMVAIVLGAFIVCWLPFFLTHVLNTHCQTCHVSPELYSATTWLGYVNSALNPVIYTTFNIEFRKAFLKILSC
#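 Agonist mode: compounds and dopamine controls were applied to plated cells for 90 min at 37 degrees C after an overnight attachment at 1500 cells/well. Luminescent read-out followed 30 - 60 minutes at room temperature with DiscoveRx detection reagent.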
# HEK293 tox – cytotoxicity counter-screen for GLP-1 receptor inverse agonists; HEK293 cAMP-luciferase reporter cells, luminescence, 24 h; Potency, µM (top dose mostly 38.3 µM), for the others: top-dose activity change, negative = inhibition, usual class: inhibitors; 410,000 compounds, 0.13% hits; AID 624418;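 note: loss of luciferase light is scored as toxicity; potency is the fitted concentration of half-maximal effect; % is set by controls: 0 for no effect and ±100 for the full control effect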
#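 1536-well qHTS counterscreen of the MLSMR; 200 cells/uL, 12 h pre-incubation, 23 nL cpd, 24 h at 37 deg C 5% CO2, luciferase detection reagent, 12 min RT, luminescence. Inhibition = undesired.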
# SW480 rerep – inducers of DNA re-replication in SW480 colon cancer cells; SW480 DNA re-replication, Hoechst DNA content imaging, 48 h; Potency, µM (titrated, usually from 46.1 µM), for the others: at the top dose re-replication activation, most hits filed as activators; 340,000 compounds, 1.8% hits; note: potency is the fitted concentration of half-maximal effect; % of control where 0% means no effect; nearly all actives have a fitted effect of over 55% in size
#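 First, 250 cells per well were seeded. Next, compound or vehicle (23 nL) was pinned in, plates sat 48 hr at 37 C. Finally Hoechst was added for 40 min before fluorescence scanning.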
# An asterisk follows results filed as active; ? = inconclusive; / = no result given; [ ] = another dose, or the depositor's remark. Unless noted, calls come from the whole dose curve; as a rule, active = well fitted curve in the direction sought with a large enough effect; inconclusive = small, poorly fitted or top-dose-only effect, or another doubt; inactive = no such curve, though single readings can be large; an effect the other way counts as inactive or inconclusive. Only part of the results is shown; the hit share may differ from the screen's.
SMILES,MCF10A rereplic,HT1080-NT tox,HT1080 IDH1KD tx,DRD3 agonist,HEK293 tox,SW480 rerep
[S]=[Sb](=[S])[S][Sb](=[S])=[S],/,/,/,5.3,/,/
O=[N+]([O-])c1c(Cl)c(Cl)cc(Cl)c1Cl,/,/,/,-12.3,/,/
C[C@@H](Cc1ccccc1)N(C)C,/,/,/,-4.1,/,/
C=C1C[C@@H]2[C@H](CC[C@]3(C)C(=O)CC[C@@H]23)[C@@]2(C)C=CC(=O)C=C12,/,/,/,-11.3,/,/
CS(=O)(=O)c1ccc(C(=O)C2C(=O)CCCC2=O)c([N+](=O)[O-])c1,/,/,/,-9.3,/,/
O=P1(N(CCCl)CCCl)NC(OO)CCO1 (stereo unspecified),/,/,/,1.8,/,/
CN1[C@@H]2CC[C@H]1CC(OC(=O)c1cc(Cl)cc(Cl)c1)C2 (stereo partly specified),/,/,/,-12.8,/,/
CCCCNC(C)(C)[P+](=O)O,/,/,/,-18.4,/,/
Clc1ccc([C@@H]2C[C@H]3CC[C@@H]2N3)cn1,/,/,/,-7.2,/,/
Nc1nc(N)c2nc(CNc3ccc(C(=O)N[C@@H](CCC(=O)O)C(=O)O)cc3)cnc2n1,/,/,/,5.5,/,/
C[C@@H]1[C@H](O)[C@@H](C)/C=C/C=C/CC/C=C/C=C/C=C/C=C/[C@H](O[C@H]2O[C@@H](C)[C@H](O)[C@@H](N)[C@H]2O)CC2O[C@](O)(C[C@@H](O)[C@H](O)CC[C@@H](O)C[C@@H](O)C[C@@H](O)CC(=O)O[C@H]1C)C[C@H](O)[C@H]2C(=O)O,/,/,/,4.1,/,/
CN[C@@H](C)Cc1ccccc1,/,/,/,1.0,/,/
C[C@@H]1[C@@H]2Cc3ccc(O)cc3[C@@]1(C)CCN2CCc1ccccc1,/,/,/,-22.6,/,/
CC(C)(C)NC[C@H](O)c1ccc(O)cc1Cl,/,/,/,5.0,/,/
CN1CCN=C(c2ccccc2)c2cc(Cl)ccc21,/,/,/,-1.4,/,/
Nc1c(Cl)c(Cl)c(Cl)c(Cl)c1Cl,/,/,/,12.3,/,/
O=S(=O)(O)C(F)(F)C(F)(F)C(F)(F)C(F)(F)F,/,/,/,-6.5,/,/
C[C@]12C[C@H]3S[C@H]3C[C@@H]1CC[C@@H]1[C@@H]2CC[C@]2(C)[C@@H](O)CC[C@@H]12,/,/,/,0.6,/,/
c1cc2ccc3cccc4ccc(c1)c2c34,/,/,/,8.6,/,/
Cc1nc2ccccc2c(=O)n1-c1ccccc1Cl,/,/,/,8.1,/,/

# Reprinted at random: 6 records from the list.
SMILES,MCF10A rereplic,HT1080-NT tox,HT1080 IDH1KD tx,DRD3 agonist,HEK293 tox,SW480 rerep
CN1[C@@H]2CC[C@H]1CC(OC(=O)c1cc(Cl)cc(Cl)c1)C2 (stereo partly specified),/,/,/,-12.8,/,/
C[C@]12C[C@H]3S[C@H]3C[C@@H]1CC[C@@H]1[C@@H]2CC[C@]2(C)[C@@H](O)CC[C@@H]12,/,/,/,0.6,/,/
CS(=O)(=O)c1ccc(C(=O)C2C(=O)CCCC2=O)c([N+](=O)[O-])c1,/,/,/,-9.3,/,/
c1cc2ccc3cccc4ccc(c1)c2c34,/,/,/,8.6,/,/
O=[N+]([O-])c1c(Cl)c(Cl)cc(Cl)c1Cl,/,/,/,-12.3,/,/
Nc1c(Cl)c(Cl)c(Cl)c(Cl)c1Cl,/,/,/,12.3,/,/

# Following part:
SMILES,MCF10A rereplic,HT1080-NT tox,HT1080 IDH1KD tx,DRD3 agonist,HEK293 tox,SW480 rerep
COc1nn(CSP(=S)(OC)OC)c(=O)s1,/,/,/,5.0,/,/
CCCSc1cc(OC)c(CCN)cc1OC,/,/,/,-27.0,/,/
COc1cc(C[C@@H](C)N)c(OC)cc1Br,/,/,/,-9.7,/,/
CCN(CC)CCO[C@H]1CC[C@@]2(C)C(=CC[C@@H]3[C@@H]2CC[C@]2(C)C(=O)CC[C@@H]32)C1,/,/,/,34.2*,/,/
COc1cc(CCN)cc(OC)c1OC,/,/,/,7.3,/,/
Oc1ccc2c3c1O[C@H]1[C@@H](O)C=C[C@H]4[C@H](C2)NCC[C@@]341,/,/,/,9.5,/,/
C[C@@H]1[C@@H]2Cc3ccc(O)cc3[C@@]1(C)CCN2CC1CC1,/,/,/,-15.2,/,/
CCCN(CCC)C(=O)Cc1c(-c2ccc(Cl)cc2)nc2ccc(Cl)cn12,/,/,/,6.9,/,/
CCC/C=C/C=C/C(=O)O[C@H]1/C(=C/C(=O)OC)C[C@H]2C[C@H]([C@@H](C)O)OC(=O)C[C@H](O)C[C@@H]3C[C@H](OC(C)=O)C(C)(C)[C@](O)(C[C@@H]4C/C(=C/C(=O)OC)C[C@H](/C=C/C(C)(C)[C@]1(O)O2)O4)O3,/,/,/,-27.8,/,/
O=C(N[C@H]1N=C(c2ccccc2F)c2cccc3c2N(CC3)C1=O)c1cc2ccccc2[nH]1,/,/,/,-8.1,/,/
CC1=C2[C@@H]3OC(=O)[C@@H](C)[C@@H]3CC[C@]2(C)C=CC1=O,18.3%,/,/,/,/,1.8%
C=CCN1CCC23c4c5ccc(O)c4O[C@H]2C(=O)CC[C@@]3(O)C1C5 (stereo partly specified),4.9%,/,/,/,/,-6.8%
COc1cc2c(cc1OC)[C@@]13CCN4CC5=CCOC6CC(=O)N2C1[C@H]6[C@@H]5C[C@@H]43 (stereo partly specified),-3.8%,/,/,/,/,4.0%
C=CCN1CC[C@]23CCCCC2[C@H]1Cc1ccc(O)cc13 (stereo partly specified),?,/,/,/,/,27.2%
CNc1ccc(C(=O)CC(O)CCC(C)C2OC(=O)CC(O)CC(=O)CC(O)CC(O)CC(O)CC(O)CC3(O)CC(O)C(C(=O)OC)C(CC(O[C@@H]4OC(C)C(O)C(N)C4O)/C=C/C=C/C=C/C=C/C=C/C=C/C=C/C2C)O3)cc1 (stereo partly specified),-3.3%,/,/,/,/,-0.6%
CCCCCc1cc(O)c2c(c1)OC(C)(C)C1CC=C(C)CC21 (stereo unspecified),7.5µM*,/,/,/,/,?
Cc1ccc(-n2c(/C=C/c3ccc4c(c3)OCO4)nc3ccccc3c2=O)cc1,16.1%,/,/,/,/,6.6%
CC(=O)O[C@H]1CC[C@@]2(C)C(=CC[C@@H]3[C@H]2CC[C@]2(C)C(=O)CC[C@H]32)C1,?,/,/,/,/,-2.2%[20.6 µM]
CC(CO)NC(=O)C1C=C2c3cccc4[nH]cc(c34)CC2N(C)C1 (stereo unspecified),-3.9%,/,/,/,/,-2.5%
ClC1=C(Cl)C2(Cl)C3C4CC(C5OC45)C3C1(Cl)C2(Cl)Cl (stereo unspecified),11.7%,/,/,/,/,-4.0%
C[N+]1(C)C2CC[C@H]1CC(OC(=O)[C@@H](CO)c1ccccc1)C2 (stereo partly specified),8.6%,/,/,/,/,?
COC1CC(O[C@H]2/C(C)=C/CC3CC(C[C@]4(CCC(C)C(C5CCCCC5)O4)O3)OC(=O)[C@H]3C=C(C)/C(=N/O)C4OC/C(=C\C=C\[C@@H]2C)[C@@]43O)OC(C)C1O (stereo partly specified),?,/,/,/,/,8.4%
CC(C)N(CC[C@@](C(N)=O)(c1ccccc1)c1ccccn1)C(C)C,-4.6%,/,/,/,/,-3.4%
CO[C@H]1[C@@H](O)CC(OC2[C@@H](O)CC(OC3[C@@H](O)C[C@H](OC4CC[C@@]5(C)C(CCC6C5CC(O)[C@]5(C)[C@H](C7=CC(=O)OC7)CCC65O)C4)O[C@@H]3C)O[C@@H]2C)O[C@@H]1C (stereo partly specified),19.7%,/,/,/,/,9.8%
CC12CCC3C4CCC(=O)C(O)=C4CCC3C1CCC2OC(=O)CCC1CCCC1 (stereo unspecified),1.7%,/,/,/,/,-3.6%
O=C(OCC1O[C@@H](OC(=O)c2cc(O)c(O)c(O)c2)[C@@H](OC(=O)c2cc(O)c(O)c(O)c2)[C@@H](OC(=O)c2cc(O)c(O)c(O)c2)[C@@H]1OC(=O)c1cc(O)c(O)c(O)c1)c1cc(O)c(O)c(O)c1 (stereo partly specified),3.7%,/,/,/,/,?
CCN1C[C@]2(COC)[C@H](O)C[C@H](OC)[C@]34C1C([C@H](OC)[C@H]23)[C@]1(OC(C)=O)C2[C@@H](OC(=O)c3ccccc3)C(O)(C[C@H]24)[C@@H](OC)[C@@H]1O,3.5%,/,/,/,/,-7.1%
CC[C@@]1(c2ccc(N)cc2)CCC(=O)NC1=O,7.6%,/,/,/,/,1.1%
CC(C)c1c(CN(C)[C@@H](C)Cc2ccccc2)n(C)n(-c2ccccc2)c1=O,6.9%[20.6 µM],/,/,/,/,13.4%[20.6 µM]
CC(=O)OC1C([N+]2(C)CCCCC2)C[C@H]2C3CC[C@H]4C[C@H](OC(C)=O)C([N+]5(C)CCCCC5)CC4(C)C3CCC12C (stereo partly specified),-4.4%,/,/,/,/,-11.1%
COc1ccc2c3c1O[C@H]1[C@@H](O)C=C[C@H]4C(C2)NCCC341 (stereo partly specified),1.0%,/,/,/,/,-7.9%
CCCCCCC(=O)O[C@H]1CC[C@H]2[C@@H]3CCC4CC(=O)C=C(C)[C@]4(C)[C@H]3CC[C@]12C (stereo partly specified),13.8%,/,/,/,/,?
Cc1ccc(NC(=O)Cn2cc(C(=O)c3ccccc3)c3ccccc32)c(C)c1,/,/,/,4.5,-13.0%,/
CCCc1ccc(OCC(=O)Nc2ccc(Cl)cc2C(=O)c2ccccc2)cc1,/,/,/,9.1,7.6%,/
COc1ccc(CCN2C(=O)c3[nH]nc(-c4ccccc4O)c3C2c2cccc(OC)c2)cc1 (stereo unspecified),/,/,/,21.5,?,/
CCS(=O)(=O)c1ncc(Cl)c(C(=O)N(Cc2ccccc2)c2ccc(OC)cc2)n1,/,/,/,-24.3,?,/
O=c1[nH]c2ccccc2c(=O)n1-c1ccc(Cl)c(Cl)c1,/,/,/,6.2,-0.5%,/
Cc1ccccc1-n1c(/C=C/c2ccc(O)cc2)nc2ccccc2c1=O,/,/,/,5.6,84.5%[activator],/
CCOc1ccc(CN(CCc2ccc3c(c2)OCO3)Cc2ccc(C)cc2)cc1,/,/,/,-19.2,1.6%,/
COc1ccc(Cn2c(C(=O)O)c(CNCc3ccc(SC)cc3)c3ccc(OC)cc32)cc1,/,/,/,-38.2,?,/
O=C(c1ccc2c(c1)N(Cc1ccc(F)cc1Cl)C(=O)c1ccccc1S2)N1CCC2(CC1)OCCO2,/,/,/,5.6,-14.5%,/
Cc1ccc(OCC(=O)Nc2ccc(Cl)cc2C(=O)c2ccccc2)cc1C,/,/,/,8.1,3.8%,/
CCOc1ccc(CN(CCc2ccc3c(c2)OCO3)Cc2cccc(C)c2)cc1,/,/,/,-16.2,17.0%,/
Cc1cccc(C)c1OCC(=O)Nc1ccc(Cl)cc1C(=O)c1ccccc1,/,/,/,2.2,-2.7%,/
CCOc1ccc(CN(CCc2ccc3c(c2)OCO3)Cc2cccc(Br)c2)cc1,/,/,/,-29.7,18.4%,/
CC(=O)NCC(N)C(=O)c1ccc(Cl)c(Cl)c1 (stereo unspecified),/,?,-12.5%,/,/,/
CCNc1nc(Cl)nc(NCC)n1,3.4%,/,/,-11.9,/,-1.4%
